All columns: NCI-60 one-dose screen, growth in % after 48 h at 10 µM unless noted; 100 = growth as untreated, 0 = no growth, -100 = all killed.
HL-60(TB) – HL-60(TB) leukemia cells; 78,000 compounds, 9% hits; AID 1794776; active = growth percent below 10
* hit, by the source's call; & = joins results of further samples. These rows are one share of the data; the hit share may differ from the screen's.

Start of the data: the first 6 compounds as a preview:
`O=C(Nc1ccc(C2=NCCN2)cc1)c1ccc(C(=O)Nc2ccc(C3=NCCN3)cc2)cc1` gave HL-60(TB) 114&101.
For Cn1cc(-c2csc(-c3cn(C(=O)OC(C)(C)C)c4ccccc34)n2)c2cccnc21 the results were HL-60(TB) 66.
Nc1nc(N)c(N=Nc2c(Br)cc(S(N)(=O)=O)cc2Br)c(=O)[nH]1 was read as HL-60(TB) 94.
`CCOC(=O)/C(C)=N/Nc1ccccc1` gave HL-60(TB) 94.
`COc1ccc(/C=C2\CN(C)Cc3c2nc(N)c(C#N)c3-c2ccc(OC)c(OC)c2)cc1OC` gave HL-60(TB) 89.
`Cc1ccc(-c2nc(C#N)c(S(=O)(=O)N3CCN(S(=O)(=O)c4ccc(C)cc4)CC3)o2)cc1` gave HL-60(TB) 97.

Results, from the start:
`O=C(Nc1ccc(C2=NCCN2)cc1)c1ccc(C(=O)Nc2ccc(C3=NCCN3)cc2)cc1` gave HL-60(TB) 114&101.
For Cn1cc(-c2csc(-c3cn(C(=O)OC(C)(C)C)c4ccccc34)n2)c2cccnc21 the results were HL-60(TB) 66.
Nc1nc(N)c(N=Nc2c(Br)cc(S(N)(=O)=O)cc2Br)c(=O)[nH]1 was read as HL-60(TB) 94.
`CCOC(=O)/C(C)=N/Nc1ccccc1` gave HL-60(TB) 94.
`COc1ccc(/C=C2\CN(C)Cc3c2nc(N)c(C#N)c3-c2ccc(OC)c(OC)c2)cc1OC` gave HL-60(TB) 89.
`Cc1ccc(-c2nc(C#N)c(S(=O)(=O)N3CCN(S(=O)(=O)c4ccc(C)cc4)CC3)o2)cc1` gave HL-60(TB) 97.
Screening CNc1nnc(-c2sc3nnc(-c4ccccc4)c(-c4ccccc4)c3c2O)s1 returned HL-60(TB) 107.
`CCOC(=O)/C(O)=C(\C#N)c1ccc(C(C)C)cc1` gave HL-60(TB) 98.
O=C(CCN1C(=O)/C(=C/c2ccc(Cl)cc2)SC1=S)Nc1ncc(Cc2ccc(Cl)cc2)s1 was read as HL-60(TB) 100.
Oc1cccc(/C=N/Nc2ccc3nnc(-c4ccccc4)n3n2)c1 was read as HL-60(TB) 35.
Screening CC(=O)O[C@H]1C[C@@H]2C(C)(C)C(=O)CC[C@@]2(C)c2ccc(C(C)C)cc21 returned HL-60(TB) 99.
Screening C(=C/c1ccccc1)/C=C/c1ccccc1 returned HL-60(TB) 102.
Screening CC1CCCC(C)N1CCOc1cc(N)ccc1C#N (stereo unspecified) returned HL-60(TB) 90.
For CCCCNNC(=O)c1ccc(Br)cc1 the results were HL-60(TB) 18.
Screening COc1ccc(/C=C/C(=O)c2cc(S(=O)(=O)NNC(=O)c3ccncc3)c(OC)cc2OC)cc1 returned HL-60(TB) 98.
COc1ccc(-c2nc(N)nc3c(OC)nccc23)cc1 was read as HL-60(TB) 114.
For C[C@H](NC(=O)[C@@H]1CSSC[C@@H](NC(=O)c2nc3ccccc3cc2O)C(=O)NCC(=O)N1C)c1ccccc1 the results were HL-60(TB) -28*.
Screening C/C(=N\NC(=O)c1sc(=S)n(C)c1N)c1cc2ccccc2o1 returned HL-60(TB) 27.
For N#Cc1c(-c2ccc(F)cc2)nc(SCc2ccc(F)cc2)nc1N1CCOCC1 the results were HL-60(TB) 85.
`Cc1nc2ccc(Br)cn2c1-c1nnc(SCc2ccccc2)o1` gave HL-60(TB) 113.

Part of the list above in order of count of non-hydrogen atoms, low to high.
Screening CC(=O)O[C@H]1C[C@@H]2C(C)(C)C(=O)CC[C@@]2(C)c2ccc(C(C)C)cc21 returned HL-60(TB) 99.
O=C(CCN1C(=O)/C(=C/c2ccc(Cl)cc2)SC1=S)Nc1ncc(Cc2ccc(Cl)cc2)s1 was read as HL-60(TB) 100.
`COc1ccc(/C=C2\CN(C)Cc3c2nc(N)c(C#N)c3-c2ccc(OC)c(OC)c2)cc1OC` gave HL-60(TB) 89.

Other results.
CCCCCN1C(=O)/C(=c2\sc3n(c2=O)C2C(NN=3)N(CC)C(=O)N2CC)c2ccccc21 (stereo unspecified) was read as HL-60(TB) -57*.
For CC(=O)Cc1nsc(NC(=O)c2cc(-c3ccc(Cl)cc3)oc2C)n1 the results were HL-60(TB) 97.
Screening c1ccc(-c2nc(-c3cccs3)no2)cc1 returned HL-60(TB) 104.
`Cc1ccc(Nc2cc(Cl)nc(N)n2)cc1Cl` gave HL-60(TB) 107.
`O=C(NCc1ccccc1)C(c1ccccc1)c1ccccc1` gave HL-60(TB) 17.
For CC1Cn2c(Cc3ccccc3)nnc2S1 (stereo unspecified) the results were HL-60(TB) 100.
`COC(=O)c1cccc(NC2=C(Cl)C(=O)c3nc(C)ccc3C2=O)c1` gave HL-60(TB) 24.
Screening O=C(O)Cc1ccc(NC(=O)c2cc(Cl)ccc2Nc2ccnc(C(F)(F)F)c2)cc1 returned HL-60(TB) 102.
`CC(C)OC(=O)c1ccc2n1CCCc1cnc(N)nc1-2` gave HL-60(TB) 107.
For COc1cc(-c2nn(-c3cccc(NC(=O)CN4CCOCC4)c3)cc2-c2cccnc2)ccc1Cl the results were HL-60(TB) 84.
CN1CCN(c2ccc(Cl)cc2)CC1 was read as HL-60(TB) 49.
For O=C(N/N=C\c1cc(O)c(O)c(O)c1)c1ccc2nc(-c3ccc([N+](=O)[O-])cc3)[nH]c2c1 the results were HL-60(TB) 104.
`CCC/C(=C\c1ccc(OCOC)c(OCOC)c1)C(=O)NC(Cc1ccccc1)C(O)C(=O)NCc1ccccc1` (stereo unspecified) gave HL-60(TB) 85.
For C=CCONC(=O)Oc1ccccc1 the results were HL-60(TB) 111.
CS(=O)(=O)Nc1ccc(-c2nn(-c3ccc(S(C)(=O)=O)cc3)cc2/C=C/C(=O)c2ccc(NC(=O)CO[N+](=O)[O-])cc2)cc1 was read as HL-60(TB) 107.
O=C(CCCCCCn1cc(-c2ccc(O[C@H]3OC(CO)[C@@H](O)C(O)[C@H]3O)cc2)nn1)NO (stereo partly specified) was read as HL-60(TB) 101.
`COc1cc2oc(-c3cccc(C(=O)Nc4ccc(Cl)cc4)c3)cc(=O)c2c(OCCNC(=O)[C@H](Cc2ccccc2)NC(=O)OC(C)(C)C)c1OC` gave HL-60(TB) 101.
Cc1ccc(N=C=O)cc1N=C=O was read as HL-60(TB) 83&136.
CC(N)C(=O)c1ccccc1 (stereo unspecified) was read as HL-60(TB) 100.
`COc1ccc2nc3sc(C(=O)Nc4ccc(C(=O)/C=C/c5ccc(OC)c(OC)c5)cc4)cc3cc2c1` gave HL-60(TB) 85.
`CCCNC(=NC)c1ccc(NC(=O)c2ccc(C(=O)Nc3ccc(C(=NC)NCCC)cc3)cc2)cc1` gave HL-60(TB) 83.
Screening CC(=O)N1N=C(c2ccc(Br)cc2)CC1c1ccc(Oc2ccc(Br)cc2)cc1 (stereo unspecified) returned HL-60(TB) 79.
CC(=O)Oc1ccc(/C=C/C(=O)N[C@@H](Cc2ccccc2)C(O)C(=O)NCc2ccccc2)cc1OC(C)=O (stereo partly specified) was read as HL-60(TB) 79.
`Cc1ccc(N=Nc2c(N)nc(N)[nH]c2=O)cc1C` gave HL-60(TB) 97.
`Cc1ccc2c(c1)C(C)Cc1c(Cl)nc(C)nc1N2C` (stereo unspecified) gave HL-60(TB) 82.
`O=C(Cn1cnc2ccccc21)Nc1ccc(-c2nc3ccccc3s2)cc1` gave HL-60(TB) 70.
COC(=O)C(=O)/C(=C\N1C(=O)CC(=O)NC1=S)C(=O)c1ccc([N+](=O)[O-])cc1 was read as HL-60(TB) 102.
`COc1cc(C(C2=C(O)c3ccccc3C(=O)C2=O)C2=C(O)c3ccccc3C(=O)C2=O)cc(OC)c1OC` gave HL-60(TB) 100.
For COc1cc2oc(-c3cccc(NC(=O)c4cccc(Br)c4)c3)cc(=O)c2c(OC)c1OC the results were HL-60(TB) 66.
CCCCSc1ncnc2nc[nH]c12 was read as HL-60(TB) 91.
For O=C(O)c1ccc(C(=O)O)c(C(=O)O)c1 the results were HL-60(TB) 76.
Screening O=C(CCCn1c(=O)oc2ccccc21)Nc1nc2c(s1)CCCC2 returned HL-60(TB) 74.
`COc1ccc2oc3c4[nH]c5ccccc5c4c4c(c3c2c1)C(=O)N(C(=O)OC(C)(C)C)C4=O` gave HL-60(TB) -7.6*.
Screening Nc1nc(N)c2c(n1)NC(c1ccc(C(F)(F)F)cc1)CC(c1ccc(Nc3nc(NCCO)nc(N4CCOCC4)n3)cc1)=N2 (stereo unspecified) returned HL-60(TB) 21.
Screening Nc1ccc(S(=O)(=O)c2ccc(N)cc2)cc1 returned HL-60(TB) 67.
For CCn1cc(C(=O)O)c(=O)c2cc(F)c(N3CCN(CC(=O)Nc4ccccc4)C(C)C3)c(F)c21 (stereo unspecified) the results were HL-60(TB) 104.
`C1CCC(NCC2CCCO2)CC1` (stereo unspecified) gave HL-60(TB) 92.
CCCCCCCCn1ccc2cc(NC(=O)CN3CCN(c4nc(C)cc(N5CCCCCC5)n4)CC3)ccc21 was read as HL-60(TB) 39.
Screening CCCCN(CCCC)CC(O)c1cc(-c2ccc(Cl)c(Cl)c2)cc2cc(Cl)ccc12 (stereo unspecified) returned HL-60(TB) 104.
Screening CC1=CC(OC(=O)C(C)(O)CCC(O)(C(=O)OC2CC(O)(C(C)C)CCC2(C)O)C(C)C)(C(C)C)CCC1 (stereo unspecified) returned HL-60(TB) 95.
O=C1C=CC(=Nc2cc(Br)c(O)c(Br)c2)C=C1Br was read as HL-60(TB) 91.
For ClC(c1ccccc1)(c1ccccc1)C(Cl)(c1ccccc1)c1ccccc1 the results were HL-60(TB) 95.
COc1cc(C2=NN(c3ccccc3)C(c3sc(N(C)Cc4ccccc4)nc3Cl)C2)cc(OC)c1OC (stereo unspecified) was read as HL-60(TB) 96.
For N=C1CCC(=N)c2c1c(O)c1ccccc1c2O the results were HL-60(TB) 129.
For COc1cc(C(=O)/C(C)=C/c2c[nH]c3ccccc23)cc(OC)c1OC the results were HL-60(TB) -9.3*.
For NC(=S)N/N=C/c1cc(-c2cccc(N)c2)ccn1 the results were HL-60(TB) -12*.
Screening COC(=O)CC(N)C(=O)OC (stereo unspecified) returned HL-60(TB) 100.
For COc1c(B(O)O)cccc1-c1nc2ccc3[nH]ncc3c2c2c1CCCC2 the results were HL-60(TB) -28*.
Screening COc1cc(/C=C2\Cc3c(F)ccc(Br)c3C2=O)cc(OC)c1 returned HL-60(TB) 93.
Screening COc1ccc(-c2cc(-c3ccncc3)[nH]c(=O)c2C#N)cc1 returned HL-60(TB) 100.
For CC(=O)O[C@]1(C(C)=O)CC[C@@]2(C)[C@@H]3CCC4=CC(=O)CC[C@@H]4[C@@]3(F)[C@@H](O)C[C@]12C the results were HL-60(TB) 88.
`CCC(C)Cn1cnc2c(=O)[nH]c(N)nc21` (stereo unspecified) gave HL-60(TB) 99.
`CC1(O)COCCCCOc2c(CN)cccc2NC(=O)c2nc(cnc2N)-c2ccc(cc2)S(=O)(=O)C(C)(C)C1` (stereo unspecified) gave HL-60(TB) -55*.
For COc1ccc(-c2cc(-c3ccc(Nc4ccnc5cc(Cl)ccc45)cc3)nc(N3CCOCC3)n2)cc1 the results were HL-60(TB) 7.3*.
O=c1[nH]c2c(c(=O)[nH]1)CCCCCC2 was read as HL-60(TB) 94.
`N#Cc1ccc(-n2nc(/C=C/c3ccc(F)cc3)cc2/C=C/c2ccc(F)cc2)cc1` gave HL-60(TB) 68.
`O=c1[nH]c(CCc2c[nH]c3ccccc23)nc2ccccc12` gave HL-60(TB) 96.
For COc1ccc([N+](=O)[O-])c(OC)c1C(=O)NCC1CC1 the results were HL-60(TB) 81.
Screening COc1ccc(-c2nc3ccccn3c2-c2nnc(-c3ccc(F)cc3)o2)cc1 returned HL-60(TB) 89.
CCCCOC(=O)N1CCCCC1CCC (stereo unspecified) was read as HL-60(TB) 101.
Screening COc1cc(C2C=C(c3cc(OC)c(OC)c(OC)c3)Nc3nc(SC)[nH]c(=O)c32)ccc1Oc1ccnc2cc(Cl)ccc12 (stereo unspecified) returned HL-60(TB) 126.
CC(C)C(C(=O)Nc1ccccc1O)N1C(=O)/C(=C/c2ccc(Br)cc2)SC1=S (stereo unspecified) was read as HL-60(TB) 95.
`Nc1ncnc2c1C(c1ccc(Cl)cc1)c1sc3c(Br)cccc3c1O2` (stereo unspecified) gave HL-60(TB) 104.
`CN[C@@H](C)[C@@H](O)c1ccccc1` gave HL-60(TB) 114.
COC(=O)c1ccc2c(c1)nc(-c1ccc(Cl)cc1)n2-c1ccc(OC)cc1 was read as HL-60(TB) 83.
Screening O=S(=O)(O)c1ccc(N=Nc2c(O)ccc3cc(Br)ccc23)cc1 returned HL-60(TB) 104.
`O=C1O[C@H]2CC[C@H]3SC[C@@H]1N23` gave HL-60(TB) 156.
O=[N+]([O-])c1ccc(O)c(/C=N/N2CCCCC2)c1 was read as HL-60(TB) 97.
COc1cccc(Cn2nc(Nc3ccccn3)nc2N)c1 was read as HL-60(TB) 78.
Screening FC(F)(F)c1ccc2c(c1)Nc1ccccc1S2 returned HL-60(TB) 90.
Screening N#CC(COC(=O)Nc1cccc(Cl)c1)OCCO (stereo unspecified) returned HL-60(TB) 98.
For O=C(O)c1ccc(N2CC2)cc1O the results were HL-60(TB) 91.
C[C@@H](O)CO was read as HL-60(TB) 105.
O=C(O)c1ccc(-c2nn(-c3ccc(C(F)(F)F)cc3)cc2CNc2ccc(F)cc2)cc1 was read as HL-60(TB) 101.
For CN(C)CCCNCc1ccc(-c2ccc(F)c(Cl)c2)o1 the results were HL-60(TB) -5.0*.
`COc1ccc(C(C(=O)NC(C)(C)C)N(Cc2ccco2)C(=O)CNC(=O)OC(C)(C)C)cc1OC` (stereo unspecified) gave HL-60(TB) 190.
`C=CCn1ccc(=O)nc1SC` gave HL-60(TB) 96.
`C[C@@H](C[C@H](CCOCc1ccccn1)c1ccccc1)c1ccc2ccccc2c1` gave HL-60(TB) 105.
`CCOC(=O)c1sc(N)c(C(=O)OCC)c1C` gave HL-60(TB) 39.
O=C1NC(=O)C(Nc2ccccc2)C(=O)N1 was read as HL-60(TB) 105.

High-throughput results deposited in PubChem BioAssay by NCI.
